SENP8 block-1 = SENP8 protease inhibitors, primary screen, biochemical, luminescence; Sentrin-specific protease 8 (Homo sapiens), Q96LD8; purified SENP8, Z-RLRGG-aminoluciferin cleavage; inhibition, % at 10 µM; hit rate 1.2% among 330,000; AID 2540, 2010; in the data active = inhibition above about 50%
UBC13 polyUb = UBC13 polyubiquitin chain formation inhibitors, primary screen, biochemical, TR-FRET, uHTS; hit rate 0.47% among 330,000; AID 485273, 2010; Ubiquitin-conjugating enzyme E2 N (Homo sapiens), P61088; inhibition, % at 20 µM; in the data active = inhibition above about 45%, passing the limit was not always enough
APOBEC3G inh = APOBEC3G DNA deaminase inhibitors, primary screen, biochemical, fluorescence, single-stranded DNA substrate, uHTS; DNA dC->dU-editing enzyme APOBEC-3G (Homo sapiens), Q9HC16; recombinant A3G, ssDNA deamination FAM/TAMRA fluorescence; inhibition, % at 20 µM; hit rate 0.28% among 330,000;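 active = inhibition of at least 40% at 20 µM, with no more than 30% in the related APOBEC3A deaminase screen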;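 also: plate controls were DMSO wells with A3G for no effect and wells lacking A3G enzyme for full effect; some compounds called inactive have numbers as strong as hits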
SENP1 inh = human SENP1 catalytic domain inhibitors, primary screen, biochemical, FRET, uHTS. Sentrin-specific protease 1 (Homo sapiens), Q9P0U3. recombinant SENP1 catalytic domain, CyPet-SUMO1-YPet FRET cleavage. inhibition, % at 10 µM. hit rate 0.21% among 360,000;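 active = inhibition at least 30% at 10 µM, raw YFP signal under a set limit, fluorescence ratio 0.5 to 1.5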;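 also: 0% = enzyme with DMSO and 100% = no enzyme wells; some results filed as inactive read as strong as hits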
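material = recombinant human SENP1 catalytic domain, His6-tagged | quantity = 20 pM enzyme | reagent = 25 nM SUMO1 FRET substrate | compound dosing = 10 µM single point, 0.5% DMSO | timing = 50 min enzyme reaction, room temperature, light-protected | detection = FRET, CFP and YFP emission | control set = no-enzyme low, enzyme-DMSO high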
SENP6 inh = SENP6 protease inhibitors, primary screen, biochemical, luminescence, uHTS. hit rate 1.8% among 330,000. Sentrin-specific protease 6 (Homo sapiens), Q9GZR1. Recombinant SENP6 catalytic domain, aminoluciferin luminescence. inhibition, % at 10 µM. AID 2599, 2010;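 active = inhibition above about 50% at the single tested dose, limit read from the data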;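 also: plate controls were DMSO wells with enzyme for no effect and DMSO wells lacking enzyme for full effect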
Apaf1 inhib = inhibitors of human Apaf-1 apoptosome, primary screen, biochemical, DEVD-Rh110 fluorescence, uHTS; Apoptotic protease-activating factor 1 (Homo sapiens), O14727; reconstituted apoptosome caspase-3 activity; inhibition, % at 20 µM; hit rate 0.71% among 330,000; active = inhibition of at least 40% at 20 µM;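 also: plate controls were DMSO wells for no effect and DEVD-CHO caspase inhibitor wells for full effect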
Target sequence (O14727 whole entry, looked up): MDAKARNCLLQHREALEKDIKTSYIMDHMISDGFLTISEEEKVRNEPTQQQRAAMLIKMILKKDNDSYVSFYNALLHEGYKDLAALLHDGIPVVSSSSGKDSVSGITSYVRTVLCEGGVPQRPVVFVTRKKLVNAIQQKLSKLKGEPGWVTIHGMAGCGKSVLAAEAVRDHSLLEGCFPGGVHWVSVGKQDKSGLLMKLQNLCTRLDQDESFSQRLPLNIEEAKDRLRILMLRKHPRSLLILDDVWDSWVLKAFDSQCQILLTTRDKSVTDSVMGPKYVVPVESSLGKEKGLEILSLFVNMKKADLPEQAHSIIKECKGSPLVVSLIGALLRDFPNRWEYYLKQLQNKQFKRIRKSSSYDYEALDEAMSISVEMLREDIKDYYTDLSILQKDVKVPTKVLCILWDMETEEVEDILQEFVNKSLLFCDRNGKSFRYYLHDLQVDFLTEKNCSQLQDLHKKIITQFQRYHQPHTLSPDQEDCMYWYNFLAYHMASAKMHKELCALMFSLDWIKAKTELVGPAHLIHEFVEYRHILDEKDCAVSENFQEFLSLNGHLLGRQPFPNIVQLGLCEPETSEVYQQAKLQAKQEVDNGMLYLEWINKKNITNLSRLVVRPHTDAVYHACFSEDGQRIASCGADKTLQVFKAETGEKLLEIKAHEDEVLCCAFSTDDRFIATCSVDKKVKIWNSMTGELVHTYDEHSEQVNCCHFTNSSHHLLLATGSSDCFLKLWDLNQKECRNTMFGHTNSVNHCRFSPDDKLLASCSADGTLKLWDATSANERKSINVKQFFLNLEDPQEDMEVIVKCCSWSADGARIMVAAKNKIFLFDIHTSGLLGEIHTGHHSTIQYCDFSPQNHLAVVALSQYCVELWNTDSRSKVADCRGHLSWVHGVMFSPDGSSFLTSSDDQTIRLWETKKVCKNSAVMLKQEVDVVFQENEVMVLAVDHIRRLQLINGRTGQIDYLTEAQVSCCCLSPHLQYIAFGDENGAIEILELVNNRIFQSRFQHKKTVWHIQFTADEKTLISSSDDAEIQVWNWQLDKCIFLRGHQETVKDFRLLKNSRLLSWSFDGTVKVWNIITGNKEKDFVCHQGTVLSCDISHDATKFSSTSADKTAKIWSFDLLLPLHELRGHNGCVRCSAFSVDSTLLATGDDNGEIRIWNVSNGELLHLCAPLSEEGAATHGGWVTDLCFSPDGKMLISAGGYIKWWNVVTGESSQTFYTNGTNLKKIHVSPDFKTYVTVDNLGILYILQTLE
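System: Apoptosome proteins | Medium: Hepes pH 7.5 with detergent and BSA | Also added: Cytochrome c trigger plus (Z-DEVD)2-Rh110 caspase-3 substrate | Incubation: 30 min compound preincubation, 50 min activation, room temperature | Detection: Rhodamine 110 fluorescence at Ex 480/Em 540 nm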
SENP8 block-2 = human SENP8 protease inhibitors, primary screen, biochemical, fluorescence, Nedd8 protein substrate, uHTS | Sentrin-specific protease 8 (Homo sapiens), Q96LD8 | recombinant SENP8 | inhibition, % at 20 µM | hit rate 0.64% among 360,000 | AID 602440, 2012; in the data active = inhibition mostly above about 40%, no sharp cut-off; inactive = mostly below about 27%
SENP7 inh = SENP7 protease inhibitors, primary screen, biochemical, luminescence, uHTS; recombinant SENP7, Z-RLRGG-aminoluciferin luminescence, 40 min; inhibition, % at 5 µM; Sentrin-specific protease 7 (Homo sapiens), Q9BQF6; hit rate 1.5% among 330,000;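 active = inhibition above about 50% at the single test dose, limit read from the data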;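 also: plate controls were DMSO with enzyme for no effect and no enzyme buffer wells for full effect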
Active calls of the source: *.

structure | SENP8 block-1 | UBC13 polyUb | APOBEC3G inh | SENP1 inh | SENP6 inh | Apaf1 inhib | SENP8 block-2 | SENP7 inh
CCc1ccc(-c2cc(C)no2)cc1S(=O)(=O)NCc1ccco1 | 1 | 0 | -3 | 0 | 16 | 9 | 5 | 2
C[C@@H]1O[C@@H](OC[C@@H]2O[C@H](Oc3c(-c4ccc(O)cc4)oc4cc(O)cc(O)c4c3=O)[C@@H](O)[C@H](O)[C@H]2O)[C@H](O)[C@H](O)[C@H]1O | 8 | 7 | -6 | -2 | -3 | -3 | 22 | -4
CCOc1ccc(N(C(=O)c2snc(C(N)=O)c2N)C(C)C(=O)NC2CCCCC2)cc1 (stereo unspecified) | -4 | 44 | -3 | -3 | 5 | 8 | -202 | 0
Cc1ccc(NC(=O)CN(C)C(=O)c2ccccn2)cc1 | -4 | -6 | -7 | 1 | -8 | 0 | 10 | 8
CCCCn1c(N)c(N(CC)C(=O)c2ccc([N+](=O)[O-])c(C)c2)c(=O)[nH]c1=O | 4 | -2 | -3 | 1 | 3 | -1 | 6 | 4
COc1cccc(C(=O)O[C@@H]2[C@H](Cc3ccccc3)NS(=O)(=O)[C@H]3C[C@@H]4C=C[C@]23O4)c1 | 2 | 9 | -8 | 0 | -4 | 8 | 14 | 6
CCC(C)NC(=O)c1cc2c(=O)[nH]c3ccc(C)cc3c2s1 (stereo unspecified) | 3 | 7 | -2 | 0 | -12 | 9 | -295 | -10
CCCc1cc(C(=O)Nc2ccn(Cc3ccc(C)cc3)n2)no1 | -1 | 1 | -5 | 2 | -13 | -6 | 19 | 1
COc1ccc(C2=NOC(C(=O)Nc3cc(Br)ccc3O)C2)cc1OC (stereo unspecified) | -2 | -7 | -3 | 1 | -6 | -3 | 14 | -4
Cc1cc(/C=N/n2cnnc2)c(C)n1-c1ccc(Cl)cc1 | -1 | 5 | 2 | 1 | -17 | 2 | 7 | -2
Nc1c(C(=O)NCc2ccccc2)c2nc3ccccc3nc2n1CCCN1CCOCC1 | 63* | 30 | -6 | -21 | 74* | 49* | -410 | 22
CCc1ccccc1NC(=O)c1cc(=O)c2ccccc2o1 | 0 | 6 | -4 | 2 | 4 | -5 | 10 | 2
Cc1cccn2cc(-c3ccc(Cl)cc3)nc12 | 89* | 15 | -7 | -1 | 95* | 7 | -290 | 91*
CCN(CC)c1nc(C(F)(F)F)nc2c1nnn2Cc1ccccc1 | 3 | 2 | -7 | 3 | -12 | 1 | 12 | -6
O=C(c1sc2ccccc2c1Cl)N1CCN(c2ccccn2)CC1 | -4 | 4 | -6 | 0 | -16 | 23 | 6 | 4
O=C1C2C(c3ccccc3)CC=CC2[C@H](c2ccc3ccccc3c2)N1Cc1ccccc1 (stereo partly specified) | -9 | -24 | -6 | -1 | -9 | 21 | 4 | 1
CCn1c(=O)c([N+](=O)[O-])c(NCC(O)c2ccccc2)c2ccccc21 (stereo unspecified) | -8 | -21 | 33 | 2 | -21 | 9 | 32 | -4
COc1ccc(CNC(=O)C/C(C)=N/NC(=O)c2ccc([N+](=O)[O-])cc2Cl)cc1 | 4 | -4 | -10 | 0 | -20 | 3 | 5 | -6
COc1ccc(CN2CCNC(=O)C2CC(=O)O)c(OC)c1 (stereo unspecified) | -8 | -4 | -13 | 1 | -3 | 6 | 1 | -13
COc1ccc(OC)c(/C=N/NC(=O)c2ccc[n+](CC(=O)c3ccccc3)c2)c1 | -13 | -4 | -4 | 3 | -18 | 33 | -45 | -7
Cc1cc(C)nc(SCc2ccc(C(=O)N/N=C/c3ccco3)cc2)n1 | -7 | -12 | -5 | -3 | -16 | 7 | -10 | -6
O=C(Nc1ccc(S(=O)(=O)Nc2nccs2)cc1)c1cnc(Cl)c(Cl)c1 | -6 | -6 | -9 | -11 | 7 | 14 | 3 | -5
COc1ccc(CCNC(=O)CSC2=NS(=O)(=O)c3cc(Cl)ccc3N2)cc1OC | 3 | -6 | -3 | 0 | -11 | 2 | 5 | 0
CCO/C(C)=C1/SC(=S)NC1=O | 2 | -3 | -12 | 6 | -7 | -19 | 6 | 3
CCOC(=O)N1CCN(c2c(NCc3cccs3)c(=O)c2=O)CC1 | -6 | 4 | -11 | 1 | -25 | 10 | 10 | -7
CN(C)CCNC(=O)NC1CCCCC1 | -2 | 0 | 0 | 2 | -4 | -18 | 24 | -5
COc1ccc(CCNC(=O)C(C)SCc2ccccc2)cc1 (stereo unspecified) | -6 | 2 | -7 | -1 | -10 | 5 | 16 | 0
Cc1cccc(CN2CCc3c(OCC(=O)N4CCCc5ccccc54)cccc3C2=O)c1 | -5 | 5 | -1 | -3 | -5 | 17 | 15 | -5
O=C(NC1(C(F)(F)F)C(=O)Nc2c1c(=O)[nH]c(=O)n2-c1ccccc1)c1ccncc1 (stereo unspecified) | 3 | -13 | 0 | -2 | 5 | 22 | 23 | 10
COCCNC(=O)/C(C#N)=C/c1ccc(O)c([N+](=O)[O-])c1 | 23 | -32 | -1 | -1 | 37 | -9 | 17 | 23
CCOC(=O)c1cc(-c2ccccc2)n(CCC(=O)N2CCN(c3ccccn3)CC2)c1C | -7 | -6 | -5 | 2 | -8 | 15 | -18 | -5
Oc1cc2c(cc1CN1CCN(c3ncccn3)CC1)OCO2 | 9 | -4 | -6 | 2 | -4 | -4 | 5 | -4
CC1CCN(S(=O)(=O)c2cccc(C(=O)Nc3nncs3)c2)CC1 | -9 | -3 | -5 | 0 | 8 | 0 | 2 | 23
CCc1noc(C)c1C(=O)N1CCN(S(=O)(=O)c2ccc(Br)cc2)CC1 | 6 | -3 | -7 | 2 | -1 | 2 | 1 | 0
C=C(C(=O)c1ccccc1)C(C(=C)C(=O)c1ccccc1)c1ccc(OC)cc1 | 6 | -7 | -6 | 0 | -20 | 12 | 4 | -4
CCC(Oc1ccccc1OC)C(=O)Nc1ccc2c(c1)OCO2 (stereo unspecified) | 2 | 0 | 1 | 0 | -8 | 10 | 11 | -1
Cc1c(NC(=O)CSc2nc3ccc(Cl)cc3[nH]2)c(=O)n(-c2ccccc2)n1C | 2 | -3 | -7 | 2 | -14 | -5 | 10 | 2
COc1cc(Nc2ccc(C)cc2)c([N+](=O)[O-])nc1[N+](=O)[O-] | 7 | -15 | -8 | 3 | -13 | -4 | 32 | 9
S=c1[nH]cc(Cc2ccccc2)s1 | -10 | 1 | 9 | 1 | -2 | 11 | 12 | 4
CC1CCCCC12NC(=O)N(CC(=O)Nc1ccc(OC(F)F)cc1)C2=O (stereo unspecified) | -1 | 16 | -7 | 1 | -2 | -7 | 2 | -4
COC(=O)c1ccc(-c2ccc(F)cc2)nc1C | 35 | -2 | -7 | -1 | 62* | -8 | 28 | 53*
COCC(C)NC(=O)c1nn(Cc2ccccc2)c(=O)c2ccccc12 (stereo unspecified) | 0 | 6 | -8 | -1 | 61* | 4 | 8 | 5
COc1ccccc1NC(=O)c1nnn(CC(=O)Nc2ccccc2)c1N | -6 | 6 | -6 | -1 | -9 | 17 | 18 | -6
Cc1ccccc1-n1nnnc1SCC(N)=O | -3 | 3 | -6 | 4 | 1 | -4 | 10 | -6
Cc1c(NS(=O)(=O)c2cccc3nsnc23)c(=O)n(-c2ccccc2)n1C | -2 | 2 | -5 | 3 | -4 | 8 | 10 | 10
Cc1cccc(-n2c(C)nc3c(cnn3-c3ccc(F)cc3)c2=O)c1 | -1 | -2 | -1 | 1 | -8 | -1 | 10 | 12
CCOCc1c(C(=O)N2CCN(CCOc3ccc(Cl)cc3)CC2)oc2ccccc12 | -1 | -3 | -6 | -2 | -12 | 30 | 5 | 1
COc1ccc(CNc2cccc(F)c2)cc1Br | -2 | 7 | 6 | 3 | -8 | -5 | 17 | 6
CCCCNC(=O)O[C@@H]1C[C@@H]2CCN3C(=O)CCC[C@H]([C@H]1CC)[C@H]23 | 2 | 9 | -10 | 0 | -4 | -5 | 6 | 5
CC(C)(C)C(CO)NC(=O)c1ccc[nH]1 (stereo unspecified) | -1 | 3 | -6 | 1 | -6 | -5 | 10 | 4
COc1ccc(S(=O)(=O)Nc2cccc3c2O[C@H](CN(C)S(=O)(=O)c2ccccc2)[C@@H](C)CN([C@H](C)CO)C3=O)cc1 | 6 | -2 | -5 | 1 | 6 | 7 | 3 | -11
COC(=O)COc1ccc2c(=O)c(Oc3ccccc3)c(C)oc2c1 | -4 | 6 | -2 | -1 | -10 | 1 | 8 | 0
Cc1ccc(C(=O)NCCC(=O)NCc2cc(=O)n(C)c(=O)n2C)cc1 | -4 | -9 | -1 | 3 | -10 | -1 | 11 | 44
Cc1ccc(S(=O)(=O)NC(=O)c2cc(C)n(-c3ccccc3)c2C)cc1 | 8 | 1 | 0 | 0 | 14 | -1 | 4 | 5
CC(C)[C@@H](CO)NC(=O)c1ccc2c3n(nc2c1)-c1ccccc1CO3 | 82* | 12 | -3 | 1 | 84* | 6 | -123 | 50
CCCc1cc(=O)[nH]c(SCC(=O)Nc2cccc3ccccc23)n1 | 5 | 0 | -9 | -1 | -2 | 3 | 6 | 0
O=C(O)CCNC(=O)c1cncc(Br)c1 | -2 | -5 | -10 | 3 | -2 | -16 | 7 | 7
COc1ccc(NC(=O)CSc2nc(C3CC3)nc3ccccc23)c(OC)c1 | 6 | 0 | -7 | 0 | -4 | 14 | 13 | 3
COCC(=O)Nc1ccc(C)c(Cl)c1 | 0 | 0 | -2 | 0 | 6 | 4 | 16 | 10
COC(=O)c1cc(Br)c(=O)n(-c2ccc(OC)cc2)c1 | 2 | 27 | -6 | 2 | -9 | -9 | -1 | 1
COc1ccc(NC(=O)CCC(=O)Nc2nnc(C(F)(F)F)s2)c(OC)c1 | -2 | 3 | -6 | 1 | -2 | 2 | 19 | -9
CN(C)C(=O)CSc1nnc(NC(=O)CCc2ccccc2)s1 | 1 | 0 | -3 | 2 | -15 | -17 | 14 | 3

Assay outcomes (PubChem BioAssay)
